NPYLR7 agonist = mosquito NPYLR7 agonism | HEK293T NPYLR7/Galpha15, GCaMP6s calcium fluorescence | AID 1259423 | activation, % at 10 µM | 270,000 compounds, 0.15% hits; in the data active = activation above about 40%;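 also: 0% = vehicle and 100% = reference agonist at the receptor; some compounds past the cut are filed as inactive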
mcGAS inh = mouse cGAS inhibition by luminescence; 160,000 compounds, 0.15% hits; recombinant cGAS, Kinase-Glo ATP depletion luminescence; Q8C6L5; inhibition, % at 12.5 µM;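 also: 0% = negative control wells and 100% = reference inhibitor with no enzyme activity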
hcGAS inh = human cGAS inhibition | Q8N884 | recombinant h-cGAS, ATP depletion, Kinase-Glo luminescence | inhibition, % at 12.5 µM | 290,000 compounds, 0.081% hits | AID 1259398;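 also: 0% = vehicle reaction and 100% = reaction without DNA for no activity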
Target sequence (Q8N884 whole entry, looked up): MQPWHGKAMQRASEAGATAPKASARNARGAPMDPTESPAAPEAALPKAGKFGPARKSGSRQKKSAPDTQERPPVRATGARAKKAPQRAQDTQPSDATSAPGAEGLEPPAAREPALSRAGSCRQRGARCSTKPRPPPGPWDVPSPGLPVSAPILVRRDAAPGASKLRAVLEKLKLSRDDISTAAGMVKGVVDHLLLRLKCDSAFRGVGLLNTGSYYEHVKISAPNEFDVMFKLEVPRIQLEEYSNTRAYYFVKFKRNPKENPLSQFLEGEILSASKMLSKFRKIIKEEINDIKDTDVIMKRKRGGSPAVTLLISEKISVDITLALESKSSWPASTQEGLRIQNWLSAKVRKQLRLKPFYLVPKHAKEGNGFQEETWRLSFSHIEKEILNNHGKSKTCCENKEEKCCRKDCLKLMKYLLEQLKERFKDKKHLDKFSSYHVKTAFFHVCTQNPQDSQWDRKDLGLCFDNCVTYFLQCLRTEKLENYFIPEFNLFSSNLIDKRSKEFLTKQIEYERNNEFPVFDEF
* = called active by the depositor; x = no result given. Rule as the data show it, unless noted: active = inhibition above about 40%; inactive = the rest. Compounds were not picked by outcome (roughly 0.29% active in at least one column).

SMILES | NPYLR7 agonist | mcGAS inh | hcGAS inh
COc1ccc(-c2ccc(=O)n(CCCNC(=O)c3sc(C)nc3C)n2)cc1 | -1 | x | 1
CCc1sc(C(=O)NNS(=O)(=O)c2cccc(Cl)c2Cl)cc1C | 6 | -14 | 5
CCOC(=O)c1c(C)cn2c(=O)c3ccccc3sc12 | 6 | x | -14
COCCCN1C(=O)/C(=C\c2ccco2)SC1=S | -15 | 5 | 3
O=c1c2cc([N+](=O)[O-])cc3cccc(c32)c2nc3cccc4cccc(c43)n12 | -2 | x | -36
CCC(C)c1ccccc1NC(=O)Cn1cnc2sc3c(c2c1=O)CCC(C)C3 (stereo not drawn) | 2 | x | -6
Cc1ccc2nc(SCc3c(F)cccc3Cl)nc(=O)n2c1 | 3 | -6 | -4
Clc1ccc(CN2CCN(Cc3cnc(CC4CCCC4)[nH]3)CC2)cc1 | -2 | -2 | -3
CC(=NNP1(=O)C=C(c2ccccc2)OC(c2ccccc2)=C1)c1ccccc1 | 4 | x | -8
COc1cccc(-c2cc(C(=O)NCc3ccccn3)n3nc(-c4ccccc4)cc3n2)c1 | 3 | -1 | -5
CCc1cc2c(=O)c(-c3nc4ccccc4s3)coc2cc1O | -12 | -3 | 0
N#Cc1cc2sc3nnc(-c4ccncc4)n3c2cc1C#N | 2 | x | -4
Cc1cc(N2CCC(n3ccnc3)C2)nc(-c2cccnc2)n1 (stereo not drawn) | 10 | x | -7
N#Cc1cc(N2CCN(CC3CCCO3)CC2)nc2ccccc12 (stereo not drawn) | 0 | 3 | 6
CCOC(=O)c1ccccc1NC(=S)N1CC(=O)N2CCc3cc(C)ccc3C2C1 (stereo not drawn) | -2 | -9 | -8
COC(=O)Cc1cc(=O)n(-c2ccccn2)[nH]1 | -4 | x | 6
Cc1c(C)n2c3c(=O)[nH]c(=O)n(C)c3nc2n1CCCNc1ccc(Br)cc1 | -8 | x | -8
O=C(CC1C(=O)NCCN1Cc1cccc(Oc2ccccc2)c1)NCCc1cnccn1 (stereo not drawn) | 2 | -2 | 0
O=C(Nc1ccccc1F)c1n[nH]c(C2CC2)c1Cl | -1 | x | -19
Cc1cccn2c(CC(=O)NC(Cn3ccnc3)C(C)C)cnc12 (stereo not drawn) | 26 | x | -4
CCS(=O)(=O)Oc1cccc(CN(Cc2ccc(F)cc2)C(=O)c2ccco2)c1 | 9 | -3 | -2
CCc1nc2ccc(C(=O)NCc3cccs3)cn2c1N(CC)C(=O)CCC1CCCC1 | 4 | -3 | -3
COCC(C)NC(=O)c1cc(-c2cccs2)nc2cc(C)c(C)cc12 (stereo not drawn) | -5 | 3 | 4
COc1cccc(S(=O)(=O)N2CCC(c3c[nH]c4ccccc34)CC2)c1 | -1 | -6 | -6
O=C(Nc1ccccc1)N[C@H]1C[C@H](C(=O)O)Nc2cc(Cl)cc(Cl)c21 | 9 | x | -8

Entries of single compounds as entered above. Order of values: NPYLR7 agonist	mcGAS inh	hcGAS inh
O=C(CC1C(=O)NCCN1Cc1cccc(Oc2ccccc2)c1)NCCc1cnccn1 (stereo not drawn) reads 2	-2	0
CCOC(=O)c1ccccc1NC(=S)N1CC(=O)N2CCc3cc(C)ccc3C2C1 (stereo not drawn) reads -2	-9	-8
CCc1sc(C(=O)NNS(=O)(=O)c2cccc(Cl)c2Cl)cc1C reads 6	-14	5
O=C(Nc1ccccc1F)c1n[nH]c(C2CC2)c1Cl reads -1	x	-19
CCC(C)c1ccccc1NC(=O)Cn1cnc2sc3c(c2c1=O)CCC(C)C3 (stereo not drawn) reads 2	x	-6

7 structures already listed, ordered by formula weight, ascending:
SMILES | NPYLR7 agonist | mcGAS inh | hcGAS inh
CCOC(=O)c1c(C)cn2c(=O)c3ccccc3sc12 | 6 | x | -14
Cc1cccn2c(CC(=O)NC(Cn3ccnc3)C(C)C)cnc12 (stereo not drawn) | 26 | x | -4
Cc1ccc2nc(SCc3c(F)cccc3Cl)nc(=O)n2c1 | 3 | -6 | -4
O=c1c2cc([N+](=O)[O-])cc3cccc(c32)c2nc3cccc4cccc(c43)n12 | -2 | x | -36
Clc1ccc(CN2CCN(Cc3cnc(CC4CCCC4)[nH]3)CC2)cc1 | -2 | -2 | -3
COc1ccc(-c2ccc(=O)n(CCCNC(=O)c3sc(C)nc3C)n2)cc1 | -1 | x | 1
COc1cccc(-c2cc(C(=O)NCc3ccccn3)n3nc(-c4ccccc4)cc3n2)c1 | 3 | -1 | -5

Returning to the listing with the 6 entries that preceded the break.
SMILES | NPYLR7 agonist | mcGAS inh | hcGAS inh
Cc1cccn2c(CC(=O)NC(Cn3ccnc3)C(C)C)cnc12 (stereo not drawn) | 26 | x | -4
CCS(=O)(=O)Oc1cccc(CN(Cc2ccc(F)cc2)C(=O)c2ccco2)c1 | 9 | -3 | -2
CCc1nc2ccc(C(=O)NCc3cccs3)cn2c1N(CC)C(=O)CCC1CCCC1 | 4 | -3 | -3
COCC(C)NC(=O)c1cc(-c2cccs2)nc2cc(C)c(C)cc12 (stereo not drawn) | -5 | 3 | 4
COc1cccc(S(=O)(=O)N2CCC(c3c[nH]c4ccccc34)CC2)c1 | -1 | -6 | -6
O=C(Nc1ccccc1)N[C@H]1C[C@H](C(=O)O)Nc2cc(Cl)cc(Cl)c21 | 9 | x | -8
Cc1noc(C)c1S(=O)(=O)N1CCN(C(=O)COc2ccc(Oc3ccccc3)cc2)CC1 | -7 | x | -5
O=C(NC1CCS(=O)(=O)C1)c1c[nH]c2c(OC(F)(F)F)cccc2c1=O (stereo not drawn) | -1 | x | 7
CC(C)CCn1c(CN2CCC(c3ccccc3F)C2)cnc1S(=O)(=O)C(C)C (stereo not drawn) | x | -2 | 1
Cc1ccc2nc(Cl)c(CC3CC(c4ccccc4)=NN3C(=O)CCC(=O)O)cc2c1 (stereo not drawn) | -2 | -4 | -4
O=C(Cc1cccs1)NCCCN=C1NS(=O)(=O)c2ccccc21 | 0 | -9 | -2
Cc1ccc(C(=O)N2C[C@H](N(C)C)C[C@H]2C(=O)O)cc1NC(=O)C(C)(C)C | -2 | x | -2
O=S(=O)(Cc1ccc(Br)cc1)N1CCC(O)CC1 | 0 | x | 3
CCCCc1nc(C(N)=O)c2[nH]c(=O)n(-c3ccc(OC)cc3OC)c2n1 | 11 | x | -7
CCC1c2ccsc2CCN1S(=O)(=O)c1ccccc1Cl (stereo not drawn) | 1 | x | -2
CN(C)CCCOc1ccc(-c2cc3nc(NCc4cccnc4)n(C)c(=O)c3s2)cn1 | 8 | x | -2
CC(C)CN(Cc1nccn1Cc1ccc(F)cc1)C(=O)c1ccc(F)cc1 | 4 | -4 | -2
CC(CNC(=O)c1ccc(=O)[nH]c1)N(C)c1ccccc1 (stereo not drawn) | 0 | -12 | -7
CCOc1ccc(C(=O)NCc2nnnn2-c2ccccc2)cc1 | 4 | -7 | -4
CCCc1nc(C(C)(C)NC(=O)c2scnc2Cl)no1 | 6 | -5 | -4
O=C(CSc1ncnc2sc3c(c12)CCC3)Nc1ccc(Br)cc1 | -7 | -5 | -5
OC(C#Cc1ccccc1)C#CC(O)(c1ccccc1)c1ccccc1 (stereo not drawn) | 1 | -5 | -12
CCn1nc(C)c(Br)c1C(=O)N1CCc2c([nH]c3ccc(OC)cc23)C1COCc1ccccc1 (stereo not drawn) | 10 | -8 | -18
O=C(c1cccc(S(=O)(=O)NC2CCCC2)c1)N1CCCc2ccccc21 | 1 | 0 | 1
COc1ccc(-n2nnc(C(=O)OCc3ccccc3)c2C)cc1 | 5 | -7 | -5
CN(Cc1ccccc1CN1CCCC1)C(=O)c1c[nH]c(=O)[nH]1 | 16 | x | -6
COc1ccc(Cl)cc1NC(=O)C1=C(C)NC(=O)NC1c1cccs1 (stereo not drawn) | 7 | -4 | -2
COC(=O)c1ccc(CN(C)C(=O)Cc2ccc(NC(C)=O)cc2)cc1 | 6 | x | -12
CCOC(=O)C1(C/C=C/c2ccccc2)CCCN(C(=O)c2cc(C)[nH]n2)C1 (stereo not drawn) | -11 | -1 | 0
O=C(Cc1ccc(-c2ccccc2)cc1)NCC(c1ccsc1)N1CCOCC1 (stereo not drawn) | 7 | -9 | -7
CC(C(=O)OC1C(=O)N(c2ccccc2)CC1(C)C)N1C(=O)c2ccccc2C1=O (stereo not drawn) | -1 | x | -3
Other entries follow:
SMILES | NPYLR7 agonist | mcGAS inh | hcGAS inh
CCCC(NC(=O)c1cccc(N)c1)c1cccs1 (stereo not drawn) | 3 | x | -5
CCOC(=O)N1CCN(Cc2ccc3c(c2)CN(C(=O)c2ccoc2)CCO3)CC1 | 0 | -11 | -7
CCOC(=O)c1cc(C(C)(C)C)n(C2CCN(C(=O)c3ccc4snnc4c3)CC2)n1 | 25 | -1 | -4
Cc1ccc(-c2cc(C(=O)N3CCc4ccccc4C3)n(-c3ccccc3)n2)cc1C | 21 | -7 | -4
CC[C@@H]1C(=O)N(C)c2cnc(Nc3ccc(C(=O)NC4CCN(C)CC4)cc3OC)nc2N1C1CCCC1 | -3 | -10 | -8
Cn1nnc2c(NC3CC3)nc(Cc3ccc(Cl)cc3Cl)nc21 | 5 | x | -1
CCN1CCCC1CNC(=O)CCC1CCN(C2CCSCC2)CC1 (stereo not drawn) | 12 | x | -8
COc1ccc(-c2nnc3n2N(C(C)=O)C(c2ccccc2)=C(C(C)=O)S3)cc1 | -1 | x | -13
O=C(CCN1C(=O)c2ccccc2C1=O)N1CCOCCOCCOCCOCCOCC1 | -6 | -5 | -2
O=C(Nc1nnc(SCc2ccccc2Cl)s1)C1CCC1 | 38 | -5 | -4
Cc1cccc(-n2ncc3c(=O)n(Cc4cccc([N+](=O)[O-])c4)cnc32)c1C | -5 | x | 5
Nc1ncnc(NN2CCOCC2)c1[N+](=O)[O-] | -4 | -4 | -4
CCN1CCN(C(=O)c2cn(Cc3ccccc3Cl)nn2)[C@@H](C)C1=O | 4 | x | -7
CSc1ncccc1C(=O)N1CCC(C(Cc2ccccc2)N(C)C(=O)c2ccoc2C)CC1 (stereo not drawn) | 10 | -10 | -3
O=C(CCC(=O)Nc1ccc(Cl)cc1Cl)N/N=C\c1cccs1 | 2 | x | -7
Cc1cccc(NS(=O)(=O)c2ccc(C(=O)O)c(Cl)c2)c1Cl | -4 | -14 | -5
CCCCc1ccc(C(=O)N(Cc2cccc(OS(=O)(=O)c3ccc(F)cc3)c2)Cc2ccco2)cc1 | -4 | -4 | -7
CCCS(=O)(=O)N1CCCC(CCC(=O)N(C)CCc2ccccn2)C1 (stereo not drawn) | 22 | x | -10
CN(C)C(CNc1nc(C(F)(F)F)cs1)c1cccs1 (stereo not drawn) | 7 | x | -7
Cc1ccc[n+](CC(=O)c2ccc3c(c2)Cc2ccccc2-3)c1C | -3 | x | -2
O=C(NC1CCCN(c2ccc(C(F)(F)F)cn2)C1)C1CCN(Cc2ccco2)CC1 (stereo not drawn) | 5 | x | -9
O=C(C1CCN(S(=O)(=O)c2cnc[nH]2)CC1)N1CCN(C2CCCCC2)CC1 | 1 | 2 | 4
O=c1c2cc(Cl)ccc2nc2n1CCC2 | 2 | x | -7
COc1cc(C=C2C(=O)NC(=S)NC2=O)ccc1OCc1ccc(C(=O)O)cc1 | -5 | -5 | -7
Cc1ccc(CN(Cc2ccc(F)cc2)CC(C)O)c(C)c1 (stereo not drawn) | -1 | -9 | -9
(list continues)
SMILES | NPYLR7 agonist | mcGAS inh | hcGAS inh
COc1ccc(-c2cc(C(=O)N/N=C\c3ccc(Br)cc3)[nH]n2)cc1 | 3 | -4 | -6
COC(=O)C1=C(C)N(C)C(=O)NC1c1cccc([N+](=O)[O-])c1 (stereo not drawn) | 2 | x | -2
c1ccc(-c2ncn(Cc3cn[nH]c3-c3ccccc3)c2-c2cnc[nH]2)cc1 | 2 | -15 | 2
CCCCc1ccc(S(=O)(=O)N2CCC(c3nc(-c4ccc5c(c4)OCO5)no3)CC2)cc1 | 17 | -4 | -1
Cc1cc(CNC(=O)CNC(=O)OC(C)(C)C)ccc1N(C)C | 13 | x | -10
CCOc1ccc(N(C)S(=O)(=O)c2ccc(C)c(C(=O)NC(C)C3CC3)c2)cc1 (stereo not drawn) | 6 | x | -8
Cc1ccc(-n2nc(-c3ccc(C)c(C)c3)cc2C(=O)Nc2ccc(C)c(C)c2)c(C)c1 | 18 | -6 | -6
CCCCCCc1ccc(C(=O)Nc2ccc(N(C)C)c(C(=O)N3CCC(C)CC3)c2)cc1 | -7 | -1 | -3

Compound activity: PubChem, Fisher Drug Discovery Resource Center
